# Screening data (PubChem)
# KDM5B inhibitor = KDM5B demethylase inhibition; Q9UGL1; KDM5B demethylase, FDH-coupled NADH fluorescence (FDH is formaldehyde dehydrogenase); Potency, µM (series often up to 57.7 µM), for the others: at the highest dose activity change, negative = inhibition, usual class: inhibitors; 220,000 tested, 2.6% active; active means well fitted inhibition curve with a large enough effect; inconclusive means small, poorly fitted or top-dose-only effect; inactive means no such curve, though single readings can be large or run the other way; further: 0% is about no effect; nearly all actives have a fitted effect of over 70% in size
#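 Here, H3K4me3 peptide (12.5 µM in substrate mix) is demethylated by KDM5BΔAP, 200 nM final, after 10 min compound exposure. Formaldehyde product is coupled through FDH (0.25 U/mL in mix) to NADH fluorescence; 30-min ΔRFU feeds dose-response curves.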
# Active calls of the source: *; u = inconclusive; & = joins results of further samples; [ ] = dose if it differs, or a comment. Potency means the concentration at half of the fitted maximal effect. Some of the compounds tested; count on the stated rates, not on these rows.
Structure | KDM5B inhibitor
COc1ccc(/C=C/C(=O)Nc2ccc(C)cc2)cc1 | -20%
COc1ccc2cc(C(=O)N(C)CC(=O)Nc3c(C)cc(C)cc3C)c(C)nc2c1 | u
CCCc1ccc(C(=O)COC(=O)c2ccc3ccccc3c2)cc1 | 7%
COCCOCC(=O)N1CCCN(Cc2ccncc2)C(c2ccccc2)CC(=O)NCC1 (stereo unspecified) | u
CC(=O)Nc1ccc(NC(=O)C2CC(=O)N(c3n[nH]c4cccc(F)c34)C2)cc1 (stereo unspecified) | 35µM*
Cc1ccc(-c2ncc(C(=O)O)c(-c3ccncc3)n2)cc1 | -20%
CC(OC(=O)c1ccc2ccccc2n1)C(=O)NC1(C#N)CCCCC1 (stereo unspecified) | -32%
CC(=O)N1CCN(CC(C)(C)NS(=O)(=O)c2ccc(C)cc2)CC1 | 14%
CCc1ccccc1NC(=O)C(=O)NCC(c1cccnc1)N1CCN(c2ccccc2F)CC1 (stereo unspecified) | 12%
CCc1cccc(NC(=O)C2CCN(S(=O)(=O)c3ccc(Br)s3)CC2)c1 | -9%
CCC(C)(C)NC(=O)/C=C/c1cccc(C#N)c1 | -4%
CC(=O)c1c(C)n(-c2cccc3ccccc23)c2ccc(O)cc12 | 12%
COc1ccc(CNc2nc(NCc3ccc(OC)cc3)n(S(=O)(=O)c3ccccc3)n2)cc1 | u
CN(C)C(=O)C1CN(c2cccc(Cl)c2)C(=O)N1 (stereo unspecified) | 8%&-8%[86.2 µM]
COc1cccc(-n2cc(C(=O)NCCc3ccc(C)cc3)c3ccccc3c2=O)c1 | u
Cn1c(=O)c2nc(SCc3ccccc3F)n(C)c2n(C)c1=O | 9%
CCn1cc(S(=O)(=O)N2CCn3c(nn(CC4CC4)c3=O)C2)cn1 | -13%
CCCN1C(=O)C(NC(=O)CC)(C(F)(F)F)N=C1c1ccccc1 (stereo unspecified) | 0%
O=C(NC1CC1)c1ccccc1OC1CN(Cc2ccc(C(F)(F)F)cc2)C1 | -3%
Cc1nn(CC(O)c2cccc(F)c2)c(=O)c2ccccc12 (stereo unspecified) | -1%

# The last 2 records of the part before lead into the next.
Structure | KDM5B inhibitor
O=C(NC1CC1)c1ccccc1OC1CN(Cc2ccc(C(F)(F)F)cc2)C1 | -3%
Cc1nn(CC(O)c2cccc(F)c2)c(=O)c2ccccc12 (stereo unspecified) | -1%
Cc1cccc2nc(C(=O)N3CCC(n4cc(C(C)(C)O)nn4)CC3)cn12 | -27%
COc1cccc(NC(=O)c2c(-c3ccc(C)cc3)nnc3ccccc23)c1 | -16%
Cc1oc(-c2ccccc2)nc1C(=O)Nc1ccccn1 | -11%
CCOc1ccccc1CNC(=O)c1[nH]c2ccccc2c1Sc1ccccc1 | u
Cc1cc(C)cc(C(=O)OCCN(C)C2CN(Cc3cn(Cc4ccccc4C(F)(F)F)nn3)S(=O)(=O)C2)c1 (stereo unspecified) | 5%
O=C(NCCN1CCOCC1)c1cc(-c2ccc(Cl)cc2)nc2ccccc12 | u
CN1CCCN(C(=O)c2ccccc2C(F)(F)F)c2ccccc21 | -20%
CCCCCCCCNC(=O)C1CSCCS(=O)(=O)N1Cc1ccc(F)cc1 (stereo unspecified) | 17%
COc1cc(C2CC(=O)Nc3c2c(C)nn3-c2nncc(-c3ccccc3)n2)cc(OC)c1OC (stereo unspecified) | -20%
Cc1cc(NC(=O)CSc2nc(NC3CC3)c3ccccc3n2)no1 | 13%
O=C(Nc1ccc(F)c(F)c1)c1ccc(S(=O)(=O)C2CCS(=O)(=O)C2)cc1 (stereo unspecified) | 11%
O=c1n(Cc2ccccc2)nc2n1-c1ccccc1OC2 | -26%
CCOc1ccccc1C(=O)NCc1nnc2cc(-c3nc(C(C)C)no3)ccn12 | 14µM*
CN(C)C[C@@H]1CN(c2ncccn2)C[C@H]1NS(=O)(=O)Cc1ccc(F)cc1 | 25µM*
O=C(NCc1ccccc1)C1CCN(C(=O)c2ncn3c2COC(c2ccc(Cl)cc2)C3)CC1 (stereo unspecified) | 11%
COCCn1c(COc2ccccc2-c2ccccc2)nnc1SC(F)F | 16%
COc1ccccc1CCC(=O)N(C)C1CCc2nn(C)c(=O)n2CC1 (stereo unspecified) | -11%
Cc1c(C(=O)NCc2ccc(F)cc2)sc2nc(-c3ccc(F)cc3)cn12 | -14%
Fc1ccc(NCc2ccccc2F)cc1 | -18%
Cc1cn2nc(C(=O)NCc3ccc(F)cc3F)cc2c(N2CCSCC2)n1 | u

# Shown as labelled records: entries from further up
compound: Cc1cccc2nc(C(=O)N3CCC(n4cc(C(C)(C)O)nn4)CC3)cn12
- KDM5B inhibitor: -27%

compound: CN1CCCN(C(=O)c2ccccc2C(F)(F)F)c2ccccc21
- KDM5B inhibitor: -20%

# Additional entries follow:
compound | KDM5B inhibitor
Cc1cccc(C(=O)NCC(c2cccs2)S(=O)(=O)c2cccs2)c1 (stereo unspecified) | -16%
O=C(NNC(=S)NC(=O)c1ccccc1)c1ccncc1 | u
CCOc1ccc(CCCNC(=O)c2c(C)cc(C)n(C)c2=O)cc1OCC | -4%
COc1ccc(S(=O)(=O)N2CCC(C)CC2)c2cccnc12 | 13%
COc1ccc(N2CCN(c3ncnc4onc(-c5ccc(F)cc5)c34)CC2)cc1 | -28%
CC(C)CCn1c(=O)c2cccnc2n(CC(=O)Nc2ccc(F)cc2)c1=O | u
CN1CCNc2nc(COc3ccc(F)cc3)n(Cc3ccccc3)c2C1=O | -8%[86.2 µM]
O=C(Nc1ccc(Cl)c(S(=O)(=O)N2CCCC2)c1)C1CC(=O)N(CCc2ccccc2)C1 (stereo unspecified) | -9%
COc1ccc(C)cc1NC(=O)c1oc2ccc(S(=O)(=O)N3CCOCC3)cc2c1C | -16%
COC(=O)[C@@H](Cc1ccccc1)NC(=O)NCCc1ccccc1 | 1%
COCCN1Cc2ccc(NCC(C)C)nc2C(C)(C(=O)Nc2ccccc2)C1 (stereo unspecified) | u
COc1cccc(-c2cc(C3CCN(C(=O)c4ccc(Cl)cc4)CC3)[nH]n2)c1 | -13%

# Sorted by formula weight (low to high): some entries from above
compound | KDM5B inhibitor
COC(=O)[C@@H](Cc1ccccc1)NC(=O)NCCc1ccccc1 | 1%
COc1cccc(-c2cc(C3CCN(C(=O)c4ccc(Cl)cc4)CC3)[nH]n2)c1 | -13%
COc1ccc(C)cc1NC(=O)c1oc2ccc(S(=O)(=O)N3CCOCC3)cc2c1C | -16%

# Additional structures.
compound | KDM5B inhibitor
Cc1sc2cc(C(=O)NCc3ccncc3)[nH]c2c1CN1CCCCC1 | 0%
CN1C(=O)C2(SCC(=O)N2c2ccc(Cl)cc2)c2ccccc21 (stereo unspecified) | -5%
O=C(O)COc1ccccc1/C=N/NC(=O)CNC(=O)c1ccc(F)cc1 | -21%
CCN(CC)S(=O)(=O)c1ccc2c(c1)N(CC(=O)Nc1c(C)cccc1C)C(=O)CO2 | -36%
CN1C(=O)C2CCCCN2c2ccc(C(=O)NCc3ccccc3Br)cc21 (stereo unspecified) | u
CC(C)c1ccc2cc(C(=O)N(C)Cc3ccco3)[nH]c2c1 | -9%
COc1cccc2cc(CNCc3c(C)noc3C)oc12 | 8%
Cc1cc(=O)n2nc(N3CCC(C(=O)NCc4ccc(Cl)cc4)CC3)sc2n1 | -15%
COc1cc(C(=O)CC2(O)C(=O)N(Cc3ccccc3Cl)c3ccccc32)cc(OC)c1OC (stereo unspecified) | -25%
Cc1nc([C@@H]2CN(C(=O)CCc3nc4ccccc4s3)C[C@H]2C(N)=O)n[nH]1 | 23%
COCCN1C(=O)c2ccccc2C(C(=O)Nc2cc(OC)ccc2OC)C12CCCC2 (stereo unspecified) | u
CCc1ccc(NC(=O)CCNC(=O)Cn2cnc3ccccc3c2=O)cc1 | -11%
Cn1cc(C(=O)C(=O)N2CCCC2)c2ccccc21 | 8%
Fc1ccccc1CCNc1cc(Cl)nc2ccnn12 | -5%[86.2 µM]
COC(=O)C1CN(Cc2cn(Cc3ccc(F)cc3)nn2)CCS(=O)(=O)N1Cc1ccc(C)cc1 (stereo unspecified) | 11%
O=C(Nc1cc(C(F)(F)F)ccc1Cl)c1noc2c1CCCCC2 | -26%
Cc1nc2ccccc2n1Cc1cc(C(=O)N(C)CCOc2ccccc2)n[nH]1 | -21%
CC(=O)N/C(N)=N/c1nc2cc([N+](=O)[O-])ccc2o1 | 26%
CCOC(=O)C1(NC(=O)c2cc(Br)ccc2F)CCCCC1 | 24%
CCN1CCC2(CC1)OCCN2C(=O)c1cc(=O)c2ccccc2o1 | 0%
CCc1ccc(C(=O)NNc2cc(Cl)cc(Cl)c2)cc1 | 18%
CCc1ccc(CNC(=O)c2ccc3c(c2)nc2n3CCC(C)C2)cc1 (stereo unspecified) | -32%
CNC(=O)CCn1ncc2cc(OC3CCc4cccc(-c5ccnc(C)c5)c43)ccc21 (stereo unspecified) | 7%[86.2 µM]
Cc1nc(SCC(=O)Nc2cccc3ccccc23)oc1C | u
O=C(CC1CCCCC1)Nc1ccc2c(c1)-c1ccccc1C2 | 6%
COc1cc(SC)ccc1C(=O)OC(C)C(=O)c1ccccc1 (stereo unspecified) | -15%
Cc1ccccc1Cn1cc(-c2ccncc2)cc1C(=O)N1CCN(C2CCCCC2)CC1 | u
CCOc1ccccc1NC(=O)N1CCN(C)c2ncccc21 | u
CC(CCc1ccccc1)NC(=O)c1cc2c(Cl)nc3ccccc3c2s1 (stereo unspecified) | 15%
O=C(Cc1ccc(C(F)(F)F)cc1)N1CC(COc2ccccc2)C2(C1)CN(C(=O)c1cn[nH]c1)C2 (stereo unspecified) | -2%
CC1CCc2nc3sc4c(c3c(-c3ccc(Cl)cc3)c2C1)CCC4 (stereo unspecified) | -9%
O=C(Nc1cc(F)ccc1F)C1CCN(c2nc3ccccc3o2)CC1 | -3%
CC(C)C(=O)Nc1ccc(Br)cc1F | 24%
O=C(NC1CCCCCC1)c1nn(-c2ccccc2)c(=O)c2ccccc12 | 13%
Cc1cccc(NC(=O)C2CCCN(S(=O)(=O)Cc3ccc(F)cc3)C2)c1C (stereo unspecified) | 11%
Cc1cnc(C(=O)Nc2cc(Cl)c(NC(=O)c3ccc(S(C)(=O)=O)cc3)c(Cl)c2)cn1 | 7%
Cc1ccc(CCNC(=O)C2CCCN(S(=O)(=O)c3ccc4c(c3)oc(=O)n4C)C2)cc1 (stereo unspecified) | 8%
Cc1ccc(NC(=O)NCCc2ncc(C)n2CC2CC2)cc1C | 12%
CCOc1ccc(C(=O)OCc2c(Cl)cccc2Cl)cc1OC | 22%
COc1ccc(CC(=O)NC(C)c2nnc(SCCC(=O)Nc3ccccc3)n2C)cc1 (stereo unspecified) | 26%
COc1ccc(C(=O)Nc2cc(-c3nc4ccccc4s3)ccc2OC)cc1 | u
COc1cc(-c2nc3cccc(C)n3c2Nc2ccc3c(c2)OCCO3)ccc1O | u
CCOCCn1c(-n2nc(C)cc2C)nc2c1c(=O)n(Cc1ccccc1F)c(=O)n2C | 6%
COc1cc(C(=O)NCCc2csc(-c3ccc(Cl)cc3)n2)cc(OC)c1OC | -14%
Cc1cccc(NC(=O)c2oc3ccccc3c2NC(=O)c2nn(-c3ccc(F)cc3)ccc2=O)c1 | 1%
O=C(O)CC(Cc1ccc(Cl)cc1)C(=O)O (stereo unspecified) | 14%
O=C1CCN(S(=O)(=O)c2ccccc2)CCCN(S(=O)(=O)c2ccccc2)CCN1 | -18%
C=CC[N+](C)(C)CC(=O)OC1CC2CCC1(C)C2(C)C (stereo unspecified) | 3%
C=CCSc1nc2c(c(=O)[nH]c(=O)n2C)n1CC(=C)C | -7%
CN(Cc1nc2ccc(F)cc2[nH]1)C(=O)CCc1cc2n(n1)CCCNC2 | -12%
Cc1ccc(NC(=O)N2CCCC(Cn3cnc4cccnc43)C2)cc1C (stereo unspecified) | 12%
CN1CC(=O)N(c2ccccc2F)Cc2c(NCC(C)(C)C)ncnc21 | -23%
O=C(CCc1ncc(-c2ccccc2)o1)NCCc1cccc(F)c1 | 3%
CCc1ccc(CNC(=O)c2cc(-c3ccc(Cl)s3)nc3ccccc23)cc1 | u
CCOC(=O)C1(Cc2ccc(OC)cc2)CCN(C(=O)CCn2cccn2)CC1 | 22%
CC(=O)Nc1ccc(SCC(O)COc2ccccc2C(C)(C)C)cc1 (stereo unspecified) | 16%
COc1ccc(S(=O)(=O)N2CCOCC2)cc1NC(=O)COC(=O)c1oc2ccccc2c1C | -7%
O=C(Cc1cccc(F)c1)N1CCC2(CC1)NC(=O)N(Cc1ccccc1)C2=O | 3%
NC1=CC(=O)CC1 | 25%
O=C(c1cccc(F)c1)N1CCN(C(=O)c2nnn3c2COC(c2ccc(Cl)cc2)C3)CC1 (stereo unspecified) | 22%

# Next part
compound | KDM5B inhibitor
COc1cc(NC(=O)CCN2CCCCCC2=O)ccc1NC(=O)C(C)(C)C | -14%
Cc1cc2c(cc1NS(=O)(=O)c1cccc(C#N)c1)n(C)c(=O)c(=O)n2C | u
COc1ccc(-c2cc(-c3c(C)noc3C)c3cncn3c2)cc1OC | u
CN(C)C(=O)CNS(=O)(=O)c1ccc(F)c(F)c1 | 12%
COc1ccc(-c2noc([C@@H]3Cc4nc[nH]c4CN3C(=O)CC(C)(C)CC(=O)O)n2)cc1 | -8%
COc1cc(NC(=O)Cn2nc(-c3ccc(C)c(C)c3)ccc2=O)cc(OC)c1 | u
O=C(NCCCc1ncc[nH]1)c1ccc(OC2CCN(C(=O)C3CC3)CC2)cc1 | -2%

# Single entries from the list:
# KDM5B inhibitor result of CN(C)C(=O)CNS(=O)(=O)c1ccc(F)c(F)c1 → 12%
# KDM5B inhibitor result of COc1ccc(-c2noc([C@@H]3Cc4nc[nH]c4CN3C(=O)CC(C)(C)CC(=O)O)n2)cc1 → -8%
# KDM5B inhibitor result of O=C(NCCCc1ncc[nH]1)c1ccc(OC2CCN(C(=O)C3CC3)CC2)cc1 → -2%
